influenza NS1A = NS1A inhibition, H1N1 influenza, cell based functional assay (AID 504329) | one-dose inhibition, % at 12.5 µM; IC50 in µM for titrated hits | 340,000 compounds, 0.3% hits | NS1A functional cell-based assay, percent inhibition; higher % means a stronger effect; in the data active means a potency from the dose series; inconclusive means inhibition above about 27% without an active follow-up result; further: strong numbers were not always called active
tuberculosis growth = growth inhibition of non-replicating M. tuberculosis (AID 488890); one-dose inhibition, % at 25 µM; IC50 in µM for titrated hits; 320,000 compounds, 0.39% hits; Mycobacterium tuberculosis non-replicating, growth inhibition; higher % means a stronger effect; in the data active means a potency from the dose series; inconclusive means inhibition mostly from about 82% at the one dose, without a potency; inactive means the rest, 99 in 100 with inhibition below about 76%;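 further: plate controls were DMSO cells for no effect and high antibiotic wells for full effect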
Salmonella PhoP GFP = Inhibition of PhoP regulon, Salmonella typhi GFP reporter cells, confirmation, 4 h (AID 1850). Salmonella Typhi PhoP-promoter GFP reporter, fluorescence, 4 h; higher % means a stronger effect. 310,000 compounds, 0.33% hits. one-dose inhibition, % at 50 µM; IC50 in µM for titrated hits; in the data active means a potency from the dose series; inconclusive means inhibition mostly from about 25% at the one dose, without a potency; inactive means the rest, 99 in 100 with inhibition below about 19%;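 further: 0% = induced wells with vehicle and 100% = uninduced wells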
VEEV TC-83 Vero = inhibitors of VEEV TC-83 cytopathic effect, confirmation, Vero cells (AID 588727); Vero cells, VEEV TC-83 cytopathic effect inhibition; higher % means a stronger effect; inhibition, % at 20 µM; hits with a dose series show IC50 in µM; 350,000 compounds, 0.13% hits; in the data active means a potency from the dose series; inconclusive means inhibition mostly from about 14% at the one dose, without a potency; inactive means the rest, 99 in 100 with inhibition below about 12%; further: strong numbers were not always called active
M. tuberculosis HTS = M. tuberculosis growth inhibition, HTS (AID 449762); M. tuberculosis H37Rv growth inhibition, 7H9 media; higher % means a stronger effect; inhibition, % at 25 µM, or IC50 in µM where a hit was titrated; 330,000 compounds, 0.59% hits; in the data active means a potency from the dose series; inconclusive means inhibition above about 70% without an active follow-up result;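 further: bacterial growth assessed after seven days of incubation; strong numbers were not always called active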
VEEV TC-83 Vero 10K pilot screen = further read-out of VEEV TC-83 Vero, marked with its call; inhibition, %; measured here: 10K pilot screen inhibition
Active calls of the source: *; i = inactive; ? = inconclusive; · = no result given.

SMILES	influenza NS1A	tuberculosis growth	Salmonella PhoP GFP	VEEV TC-83 Vero	M. tuberculosis HTS	others
COc1ccc(-c2nnc(SCC(=O)Nc3ncc(C(F)(F)F)cc3Cl)n2CC(C)C)cc1	-7%	15%	8%	1.0%	67%
COC(=O)c1ccc(NC(=O)CSCC(=O)OCC(=O)c2ccc(Br)cc2)cc1	9%	24%	-6%	2.4%	-5%
CN(C)S(=O)(=O)c1ccc(N2CCCC2)c(C(=O)Nc2nccs2)c1	-16%	21%	·	1.4%	-1%
Cc1ccc(S(=O)(=O)NCC(=O)Nc2ccc3c(c2)OCCO3)cc1	-43%	-4%	-5%	1.8%	10%
COc1cc(NC(=O)N[C@@H](CCSC)C(=O)O)cc(OC)c1	-14%	2%	9%	2.2%	-1%
O=C(Nc1cccc2ncccc12)c1cccc(Br)c1	-14%	-8%	9%	i	1%
Cc1cc(NC(=O)c2c([N+](=O)[O-])c(C)nn2C)no1	-3%	-20%	-10%	0.2%	-7%
Cc1ccc(C(=O)CCC(=O)OCC(=O)Nc2ccc3[nH]c(=O)[nH]c3c2)cc1	-5%	1%	-8%	5.0%	0%
O=C(/C=C/c1ccc(F)cc1)NC(=S)NC1CCCCC1	-15%	-1%	3%	i	3%
CN1CCN(C(=S)Nc2cccc(S(=O)(=O)N(C)C)c2)CC1	2%	22%	6%	1.7%	-7%
O=C(CN1C(=O)NC(Cc2c[nH]c3ccccc23)C1=O)Nc1ccc(F)c(F)c1F (stereo not drawn)	-14%	-6%	·	3.0%	1%
COc1cccc(N=Cc2c(O)n(-c3cccc(C)n3)c(=O)c3ccccc23)c1	-3%	-2%	6%	1.5%	8%	VEEV TC-83 Vero 10K pilot screen=9.1
COc1cccc(NC(=O)NC(C)C2CC3CCC2C3)c1 (stereo not drawn)	-2%	61%	-10%	0.1%	?
CCSCc1nnc(SCC(=O)c2ccc(OC)cc2)n1C	-22%	-6%	2%	1.6%	-5%
O=C(COC(=O)Cc1ccc(S(=O)(=O)N2CCOCC2)s1)Nc1ccc(OC(F)F)cc1	0%	6%	·	1.0%	1%
N#Cc1nc(N2CCCCC2)nc(N2CCOCC2)n1	-1%	·	-10%	0.4%	-2%
Cc1ccc(N=C2NC(=O)/C(=C\c3cccs3)S2)cc1C	2%	-2%	-2%	9.5%	-3%
Fc1ccc2c(c1)nnn2C1CCN(Cc2c(Cl)cccc2Cl)CC1	-5%	50%	2%	0.2%	-2%
C/C(=N\NC(=O)C(c1ccccc1)c1ccccc1)c1ccccn1	-11%	78%	-1%	?	-5%
O=C(c1ccc(-c2ccc(Cl)cc2Cl)o1)N1CCOCC1	-29%	13%	-7%	i	3%
CC(=O)N1CN2CN(C(C)=O)CC(C(=O)c3ccc(Br)cc3)(C2)C1	4%	-2%	-5%	0.1%	0%
CCOC(=O)CSc1nnc(-c2cccnc2)n1Cc1ccccc1	-6%	11%	-2%	0.8%	2%
CNC(=S)N1N=C(c2ccc(C)cc2)CC1c1ccc(Cl)cc1 (stereo not drawn)	-2%	0%	-11%	i	22%
CCCN1CNC(=S)N(c2cccc(C)c2)C1	-6%	47%	4%	3.5%	0%

Entries shown so far that contain an NH in an aromatic ring, in the order listed:
SMILES	influenza NS1A	tuberculosis growth	Salmonella PhoP GFP	VEEV TC-83 Vero	M. tuberculosis HTS	others
Cc1ccc(C(=O)CCC(=O)OCC(=O)Nc2ccc3[nH]c(=O)[nH]c3c2)cc1	-5%	1%	-8%	5.0%	0%
O=C(CN1C(=O)NC(Cc2c[nH]c3ccccc23)C1=O)Nc1ccc(F)c(F)c1F (stereo not drawn)	-14%	-6%	·	3.0%	1%

Later entries:
SMILES	influenza NS1A	tuberculosis growth	Salmonella PhoP GFP	VEEV TC-83 Vero	M. tuberculosis HTS	others
Cc1cc(C)c(S(=O)(=O)N(C)CC(=O)NCC2CCCO2)c(C)c1 (stereo not drawn)	1%	·	·	0.3%	·
COC(=O)Cn1c(=O)c2c(nc(Br)n2CC(=O)OC)n(C)c1=O	3%	-5%	1%	0.9%	-12%
CC1CCCCC1NC(=O)NC(=O)COC(=O)C1=NN(c2ccccc2)C(=O)CC1 (stereo not drawn)	-3%	-19%	·	3.2%	2%
COc1ccc(/C=N/NC(=O)CNC(=O)c2ccc(S(=O)(=O)N3CCOCC3)cc2)c(OC)c1	15%	-9%	-25%	0.0%	3%
O=C(CS(=O)CC(=O)Nc1cnc2ccccc2c1)Nc1ccc(Cl)cc1 (stereo not drawn)	-6%	61%	5%	3.3%	47%
COc1ccc(NC(=O)c2ccccn2)cc1S(=O)(=O)N1CCOCC1	-4%	-4%	-5%	0.4%	-6%
O=C(N/C(=C/c1ccc(Br)cc1)C(=O)N1CCOCC1)c1ccco1	-6%	1%	-6%	3.4%	-2%
O=C(NN1CC(=O)N(c2cc(Cl)cc(Cl)c2)CC1=O)c1sccc1Cl	·	-14%	-3%	i	11%
O=C(Nc1ccccc1)OCN1C(=O)c2ccccc2C1=O	3%	-2%	1%	0.2%	8%
CN(C)c1ccc(C=NCCc2ccc(S(N)(=O)=O)cc2)cc1	-13%	0%	-4%	0.8%	2%
COc1ccc(S(=O)(=O)NC(CC(=O)NCCc2ccccc2)c2ccco2)cc1 (stereo not drawn)	3%	4%	6%	i	3%
CCc1ccc(NC(=O)COc2coc(CN3CCc4ccccc4C3)cc2=O)cc1	2%	39%	-2%	2.3%	50%
CCN(Cc1ccccc1)C(c1ccccn1)c1nnnn1C(C)(C)CC (stereo not drawn)	-6%	25%	-6%	i	4%
CCCCC(=O)N1CCN(c2nc3ccc(Cl)cc3s2)CC1	4%	68%	5%	i	13%
COc1ccc(CNc2nc(-c3cccnc3)nn2C(C)=O)cc1	-9%	-5%	-3%	0.3%	-1%
NC(=O)c1cc([N+](=O)[O-])ccc1N1CCN(Cc2ccccc2)CC1	-6%	2%	-8%	i	8%
COc1ccc2c(c1)C(=O)[C@@H](O)[C@H](c1ccc(OC)c(Br)c1)O2	-15%	24%	-1%	12%	3%
O=S(=O)(c1ccc(F)cc1)N1CCN(c2nc(-c3cccnc3)nc3ccccc23)CC1	1%	?	·	6.3%	10%
CC12CC(c3ccccc3O1)N(C(=O)c1ccco1)C(=O)N2c1ccccc1 (stereo not drawn)	0%	-30%	8%	6.1%	1%
Cc1cc(N2C(=O)[C@@H]3[C@H](C2=O)[C@@H]2C[C@H]3C(Br)C2Br)no1 (stereo partly drawn)	-14%	-9%	6%	i	-6%
COc1ccccc1-n1nnnc1SCC(=O)NC(=O)Cc1ccccc1	-3%	-8%	·	1.3%	1%
CCN(CC)S(=O)(=O)c1ccc(/C=C/C(=O)Nc2c(C)n(C)n(-c3ccccc3)c2=O)cc1	0%	14%	-3%	0.7%	1%
CCOC(=O)c1cnn(-c2cc(C)c3ccccc3n2)c1N	-1%	56%	1%	3.5%	21%
CC(=O)c1cccc(S(=O)(=O)Nc2ccc3nc(C)sc3c2)c1	-2%	8%	-1%	i	2%
O=C(c1ccc2nc[nH]c2c1)N1CCN(c2cccc(Cl)c2)CC1	-5%	6%	-4%	8.9%	14%
COC(=O)C1=C(C)NC(C)=C(C(=O)OC(C)C)C1c1cccc2nonc12 (stereo not drawn)	4%	25%	-18%	3.7%	1%
CCOC(=O)C(C(C)C)C(N)Cc1ccc(F)cc1 (stereo not drawn)	-7%	-24%	-4%	0.2%	3%
COC(C(=O)Nc1ccc(S(=O)(=O)Nc2cccc3ccccc23)cc1)c1ccccc1 (stereo not drawn)	-8%	6%	-6%	3.5%	5%
O=C(/C=C/c1ccc(O)c([N+](=O)[O-])c1)c1ccc2ccccc2c1	7%	?	9%	4.7%	9.3µM*
O=C(COC(=O)c1ncc(Cl)c(Cl)c1Cl)NCc1ccccc1	-3%	28%	·	i	-6%
COc1ccc(-c2cn3nc(C)c(C)nc3n2)cc1OC	-3%	·	·	12%	-18%
COCc1nnc(NC(=O)c2ccc(NC(C)=O)cc2)s1	5%	-8%	1%	5.4%	-4%
N=c1c(C(=O)NC2CCCC2)cc2c(=O)n3ccccc3nc2n1CC1CCCO1 (stereo not drawn)	-7%	-4%	3%	i	6%
Cc1cc2ncn(S(=O)(=O)c3ccc(S(N)(=O)=O)cc3)c2cc1C	18%	·	·	0.2%	·
Cn1cc(C(=O)OCC(=O)NC2(C#N)CCCC2)c2ccccc21	-3%	8%	·	2.3%	-6%
Cc1sc(NC(=O)c2ccco2)c(C(c2ccc(F)cc2)N2CCN(C)CC2)c1C (stereo not drawn)	18%	36%	0%	i	0%
Cc1cccc2c1NC1(CCCC1)CC2C (stereo not drawn)	·	-14%	-15%	35%	2%
COc1ccc(/C=N/NC(=O)C(=O)N2CCCC2)cc1	4%	-25%	-11%	0.8%	-3%
CN(C)S(=O)(=O)c1cccc(NC(=O)c2ccc3c(c2)OCCO3)c1	-10%	12%	-8%	11%	2%
CCCCNC(=O)Oc1ccc(C(=O)N2c3ccccc3NC(=O)C2C)cc1 (stereo not drawn)	-2%	23%	-2%	i	5%
Cc1cccc(NC(=S)N/N=C/c2ccc3c(c2)OCO3)c1	3%	-51%	-10%	0.4%	58%
CCOC(=O)C1(CCCc2ccccc2)CCN(Cc2cn(CC)nc2C)CC1	1%	27%	-14%	i	-7%
CC(=O)N1CCN(CC(=O)O)CC1	·	-1%	-8%	·	-1%
CCc1[nH]nc2c1C(c1ccncc1)C(C#N)=C(N)O2 (stereo not drawn)	-5%	5%	19%	1.2%	3%

Among those listed so far, 9 have a Cl atom:
SMILES	influenza NS1A	tuberculosis growth	Salmonella PhoP GFP	VEEV TC-83 Vero	M. tuberculosis HTS	others
COc1ccc(-c2nnc(SCC(=O)Nc3ncc(C(F)(F)F)cc3Cl)n2CC(C)C)cc1	-7%	15%	8%	1.0%	67%
Fc1ccc2c(c1)nnn2C1CCN(Cc2c(Cl)cccc2Cl)CC1	-5%	50%	2%	0.2%	-2%
O=C(c1ccc(-c2ccc(Cl)cc2Cl)o1)N1CCOCC1	-29%	13%	-7%	i	3%
CNC(=S)N1N=C(c2ccc(C)cc2)CC1c1ccc(Cl)cc1 (stereo not drawn)	-2%	0%	-11%	i	22%
O=C(CS(=O)CC(=O)Nc1cnc2ccccc2c1)Nc1ccc(Cl)cc1 (stereo not drawn)	-6%	61%	5%	3.3%	47%
O=C(NN1CC(=O)N(c2cc(Cl)cc(Cl)c2)CC1=O)c1sccc1Cl	·	-14%	-3%	i	11%
CCCCC(=O)N1CCN(c2nc3ccc(Cl)cc3s2)CC1	4%	68%	5%	i	13%
O=C(c1ccc2nc[nH]c2c1)N1CCN(c2cccc(Cl)c2)CC1	-5%	6%	-4%	8.9%	14%
O=C(COC(=O)c1ncc(Cl)c(Cl)c1Cl)NCc1ccccc1	-3%	28%	·	i	-6%
